JMJD2A Tudor inh: blocks the human JMJD2A Tudor domain | Potency, µM (top dose mostly 114 µM), for inactives: top-dose activity change, negative = inhibition, usual class: inhibitors | AlphaScreen JMJD2A-Tudor / H3K4me3 peptide binding | O75164 | 4.4% of 390,000 active | AID 504339; also: % is scaled to controls: 0 for no effect and ±100 for the full control effect; nearly all actives have a fitted effect of over 50% in size
G9a inh: blocks human histone lysine methyltransferase G9a | G9a H3K9 monomethylation, AlphaScreen, 2 h | Potency, µM (titrated, usually from 102 µM), without a hit: at the highest dose activity, negative = inhibition, usual class: inhibitors | 8.8% of 350,000 active; also: % is scaled to controls: 0 for no effect and ±100 for the full control effect; nearly all actives have a fitted effect of over 75% in size
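AlphaScreen detection with an anti-monomethyl H3K9 antibody quantified product after a 2 h room-temperature reaction containing 500 nM biotinylated H3K9 peptide, 20 µM SAM and 20 nM enzyme, which had been preincubated 15 min with compound.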
APE1 inh: blocks human APE1 abasic DNA cleavage. Potency, µM (highest dose often 65.8 µM), for the others: top-dose activity change, negative = inhibition, hits mostly inhibitors. 0.35% of 350,000 active. P27695. recombinant APE1, TAMRA/BHQ-2 abasic DNA cleavage fluorescence;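 also: plate controls were vehicle for no effect and reference inhibitor for full effect; nearly all actives have a fitted effect of over 55% in size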
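0.75 nM APE1 + cpd, 15 min RT; start w/ 50 nM TAMRA/BHQ-2 THF-abasic dsDNA; kinetic fluor 525/598 nm ×3 reads @60 s; Δ(read3−read1); normalized to DMSO and NSC13755 control wells.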
Pol beta inh: inhibitors of human DNA polymerase beta; P06746; 1.3% of 340,000 active; Pol beta primer extension/strand displacement, fluorescence kinetic; Potency, µM (series often up to 114 µM), for the others: at the top dose activity change, negative = inhibition, actives largely listed as inhibitors; also: % is scaled to controls: 0 for no effect and ±100 for the full control effect
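Enzyme-only controls used 10 nM Pol beta; buffer lacking enzyme served as negative control. Compound preincubated 15 min, then 50 nM substrate added; 0 and 10 min reads at room temperature.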
BAZ2B inh: blocks human BAZ2B; Q9UIF8; AlphaScreen BAZ2B-H3K14Ac peptide displacement; Potency, µM (highest dose often 114 µM), for inactives: top-dose activity change, negative = inhibition, most hits filed as inhibitors; 4.4% of 360,000 active; AID 504333; also: % is scaled to controls: 0 for no effect and ±100 for the full control effect; nearly all actives have a fitted effect of over 60% in size
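BAZ2B 50 nM plus b-H3(5-23)K14Ac 50 nM, PBS pH 7.4/0.01% Tween-20, 30 min RT; compound added (max 110 uM), 30 min RT; streptavidin donor/Ni-chelate acceptor beads 10 ug/mL final, 20 min dark; AlphaScreen read.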
Pol kappa inh: DNA polymerase kappa (human) inhibition | Potency, µM (series often up to 107 µM), inactives show top-dose activity, negative = inhibition, actives largely listed as inhibitors | 0.53% of 400,000 active | Q9UBT6 | purified Pol kappa, fluorescent DNA synthesis assay, 10 min; also: % is scaled to controls: 0 for no effect and ±100 for the full control effect
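First, compounds were pin-transferred onto 10 nM Pol kappa. After 15 min at room temperature, substrate was added to 50 nM final. Fluorescence was then measured kinetically at 0 and 10 min.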
BLM inh: Bloom syndrome helicase (human) inhibition; 0.2% of 350,000 active; Potency, µM (series often up to 56.1 µM), for the others: at the top dose activity change, negative = inhibition, usual class: inhibitors; P54132; recombinant BLM DNA unwinding, fluorescence dequenching;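 also: plate controls were vehicle for no effect and no enzyme for full effect; nearly all actives have a fitted effect of over 35% in size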
POLI inh: DNA polymerase iota (human) inhibition | Q9UNA4 | Pol iota fluorescent replication assay, 10 min | Potency, µM (series often up to 115 µM), for the others: at the highest dose activity, negative = inhibition, hits mostly inhibitors | 1% of 390,000 active | AID 588590
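Fluorescent replication assay read twice, at 0 min and 10 min after adding 50 nM (final) substrate. Enzyme (10 nM) and compounds were first incubated 15 min at room temperature; enzyme-free buffer wells were negative controls.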
POLH inh: blocks human DNA polymerase eta activity; recombinant Pol eta, fluorescent DNA replication assay; Potency, µM (highest dose often 114 µM), for the others: top-dose activity change, negative = inhibition, actives largely listed as inhibitors; AID 588591; Q9Y253; 1.2% of 390,000 active; also: % is scaled to controls: 0 for no effect and ±100 for the full control effect
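Pol eta at 10 nM preincubated with compounds 15 min at room temperature; reaction started with fluorescent substrate (50 nM final) and read kinetically at 0 and 10 min.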
The depositor's hits bear a star; ? = inconclusive; . = not tested or not shown; [ ] = dose if it differs, or a comment. Calls follow the shape of the dose curve; as a rule, active = well fitted curve in the direction sought with a large enough effect; inconclusive = small, poorly fitted or top-dose-only effect, or another doubt; inactive = no such curve, though single readings can be large; an effect the other way counts as inactive or inconclusive. Potency is read from the fitted curve at half-maximal effect. The list is partial; the hit share may differ from the screen's.

canonical_smiles	Pol beta inh	G9a inh	BLM inh	POLH inh	BAZ2B inh	POLI inh	JMJD2A Tudor inh	APE1 inh	Pol kappa inh
COCCCNC(=O)c1ccc(Cn2c(SCc3cccc(C)c3)nc3cccnc32)cc1	1%	-8%[59 µM]	-1%	-13%	-1%	11%	-22%	.	-17%
O=C(c1cc(=O)c2ccccc2o1)N1CCN(c2ccccc2F)CC1	?	19%	-14%	-4%	0%	53%[activator]	-9%	-4%	6%
COc1cccc(NC(=S)N2CCC(c3ccc(C)cc3)C2)c1 (stereo unspecified)	-11%	-15%	-4%	-9%	-13%	1%	-18%	15%	-11%
CCOC(=O)C1=C(c2ccccc2)Nc2ncnn2C1c1ccccn1 (stereo unspecified)	25%	-47%[12.7 µM]	-13%	8%	14%	-3%	0%	4%	-5%
COc1cc2c(cc1NC(=O)c1ccncc1)oc1ccccc12	-15%	-8%	0%	3%	8%	?	-28%	-1%	-3%
COc1ccc(/C=N\NC(=O)c2ccccc2Cl)cc1COc1c(F)c(F)c(F)c(F)c1F	0%	0%	-14%	-31%	-18%	16%	-22%	-14%	-12%
Cc1ccc(OCC(=O)N(C)CC(=O)Nc2ccc(F)c(F)c2F)cc1	.	1%[0.501 µM]	.	-3%	12%	38%[activator]	-6%	8%	-10%
O=C(CC12CC3CC(CC(C3)C1)C2)N/N=C/c1ccc([N+](=O)[O-])o1	-1%	-2%[59 µM]	1%	?	-8%	-5%	-29%	7%	-8%
Cc1nc(NCCc2ccccc2)c2nnn(Cc3ccccc3)c2n1	2%	11%	4%	-4%	9%	-19%	-15%	-12%	-18%
COc1ccc(Cl)cc1NC(=O)C/C(C)=N/NC(=O)C(=O)NCc1ccccc1	22%	-20%	-5%	1%	0%	56%	-31%	37%[activator]	-23%

Gathered by group, the compounds so far containing four or more nitrogen atoms.
canonical_smiles	Pol beta inh	G9a inh	BLM inh	POLH inh	BAZ2B inh	POLI inh	JMJD2A Tudor inh	APE1 inh	Pol kappa inh
COCCCNC(=O)c1ccc(Cn2c(SCc3cccc(C)c3)nc3cccnc32)cc1	1%	-8%[59 µM]	-1%	-13%	-1%	11%	-22%	.	-17%
CCOC(=O)C1=C(c2ccccc2)Nc2ncnn2C1c1ccccn1 (stereo unspecified)	25%	-47%[12.7 µM]	-13%	8%	14%	-3%	0%	4%	-5%
Cc1nc(NCCc2ccccc2)c2nnn(Cc3ccccc3)c2n1	2%	11%	4%	-4%	9%	-19%	-15%	-12%	-18%
COc1ccc(Cl)cc1NC(=O)C/C(C)=N/NC(=O)C(=O)NCc1ccccc1	22%	-20%	-5%	1%	0%	56%	-31%	37%[activator]	-23%

Next section
canonical_smiles	Pol beta inh	G9a inh	BLM inh	POLH inh	BAZ2B inh	POLI inh	JMJD2A Tudor inh	APE1 inh	Pol kappa inh
Cc1ccc(S(=O)(=O)CCC(=O)N2CCN(c3nc4c(C)c(C)ccc4s3)CC2)cc1	1%	-5%[59 µM]	1%	-2%	-5%	5%	-9%	.	-4%[60.1 µM]
O=C(CCS(=O)(=O)c1cc2c3c(c1)CCN3C(=O)CC2)Nc1cccc(Br)c1	-28%	?	-2%	-19%	2%	10%	79µM*	.	0%
O=[N+]([O-])c1cccc(-c2nc(-c3ccccc3)c(-c3cccs3)[nH]2)c1	28%	12%[12.7 µM]	-4%	-8%	-4%[57.1 µM]	9%	-14%	13%	-3%
CCC(=O)Nc1ccc2nc(SCC(=O)N3CCc4ccccc43)sc2c1	?	5%[59 µM]	-8%	-11%	-26%	-13%	-15%	.	5%
CC(NC(=O)CCC(=O)NC(C)c1ccccc1)c1ccccc1 (stereo unspecified)	40%	.	1%	-7%	12%[57.1 µM]	-4%	-5%	5%	-12%
O=C(c1ccc2c(=O)n(CCc3ccccc3)c(=O)[nH]c2c1)N1CCN(c2ccccc2)CC1	-1%	-1%	-5%	-7%	-21%	64%[activator]	10%	14%	-15%
CCSC(=S)Nc1c(C)n(C)n(-c2ccccc2)c1=O	3%	-7%	-1%	-7%	-1%	11%	-4%	5%	3%
COc1cccc(-c2csc(N3CCN(S(=O)(=O)c4ccc(F)cc4)CC3)n2)c1	4%	?	-16%	-18%	-3%	6%	-4%	-1%	0%
CCN(CC(=O)Nc1c(F)cccc1F)C(=O)c1ccc2c(=O)n3c(nc2c1)CCC3	.	-9%	.	2%	-5%	29%	-14%	4%	-15%
CCOC(=O)CN1C(=O)COc2ccc(Cl)cc21	38%	-1%	0%	4%	12%	10%	?	13%	-3%

Remaining list, next part
canonical_smiles	Pol beta inh	G9a inh	BLM inh	POLH inh	BAZ2B inh	POLI inh	JMJD2A Tudor inh	APE1 inh	Pol kappa inh
CCOC(=O)NC(=O)/C(C#N)=N\Nc1cccc(Cl)c1	-6%	?	-2%	9%	?	17%	-29%	7%	?
CCCc1cc(=O)[nH]c2nnc(SCC(=O)Nc3cc(C)on3)n12	.	0%	.	-8%	-6%	-19%	?	7%	0%
Cc1nc(C)c(C(=O)OCC(=O)Nc2cccc(C)c2C)s1	.	-49%[59 µM]	.	-8%	6%	-12%	-6%	10%	-14%
NC(=O)c1cc(S(=O)(=O)Nc2cccc(Cl)c2)cs1	22%	10%	-2%	-24%	0%	17%	-4%	25%	5%
COc1ccccc1NC(=O)CC(c1cc(OC)c(OC)c(OC)c1)N1Cc2ccccc2C1=O (stereo unspecified)	84%	?	-1%	-16%	-13%	33%[activator]	4%	.	3%
CCOc1cc(/C=N\O)cc(Cl)c1OCC	26%	8%[59 µM]	0%	5%	-4%	2%	2%[57.1 µM]	4%	-2%
O=C(CCc1ccccc1)N1CCc2c([nH]c3ccccc23)C1c1ccc(F)cc1 (stereo unspecified)	8%	-41%[59 µM]	-11%	-11%	?	14%	?	.	-10%[60.1 µM]
COc1cc2[nH]c(=S)nc(NCCCOC(C)C)c2cc1OC	-13%	45µM*	-8%	1%	50µM*	3%	?	-4%	-5%
Cc1ccc(COC(=O)c2ccc3c(c2)C(=O)N(CCCN2CCOCC2)C3=O)cc1	10%	?	1%	-9%	-22%	-6%	-20%	1%	-5%
O=C1CSC(c2c(F)cccc2Cl)N1c1cccc(F)c1 (stereo unspecified)	1%	.	-6%	6%	-2%	13%	31%	9%	-21%

(list continues)
canonical_smiles	Pol beta inh	G9a inh	BLM inh	POLH inh	BAZ2B inh	POLI inh	JMJD2A Tudor inh	APE1 inh	Pol kappa inh
CCn1c(SC(C)C(=O)Nc2nnc(C)s2)nnc1-c1ccco1 (stereo unspecified)	2%	16%	-1%	-20%	-18%	118%[activator]	4%	21%	4%
CC(C)Sc1nc2sc(-c3ccccc3)cc2c(=O)n1N	41%	-27%[0.0925 µM]	-2%	-12%	5%	12%	1%	0%	-3%
COc1ccc(/C=C/C(=O)Oc2ccc(C=O)cc2OC)cc1	.	.	.	-16%	.	-17%[58.9 µM]	9%	.	-9%
O=C(NC1CC(=O)N(c2ccc3c(c2)OCCO3)C1)c1c(F)cccc1Cl (stereo unspecified)	2%	13%[59 µM]	-2%	-12%	-17%	40%[activator]	-3%	.	10%
CCOC(=O)C1CCCN(C(=S)Nc2ccc(Nc3ccccc3)cc2)C1 (stereo unspecified)	-1%	25µM*	-14%	-12%	35µM*	52%[activator]	56µM*	18%	-13%
O=C(Nc1ccccc1)N1CCCC2CCCCC21 (stereo unspecified)	-1%	-22%	-4%	-15%	-6%	6%	-9%	-2%	-17%
COC1OC(O)C(NC(=O)C(F)(F)F)CC1O (stereo unspecified)	.	.	.	-6%	.	13%	-18%	.	-5%
CC(C)(C)[C@@H]1C=C(C(=O)N2CCOCC2)O[C@H](OCc2ccc(CO)cc2)C1	14%	13%[59 µM]	-4%	-14%	0%	-11%	-3%	16%	-1%
O=c1oc2ccccc2c(Nc2ccc(Cl)cc2)c1[N+](=O)[O-]	-27%	-37%	-7%	15%	-16%	-7%	-18%	1%	-18%
Cn1c(CCCNC(=O)c2ccccc2)nc2ccccc21	-17%	9%[59 µM]	-4%	-9%	-3%	-5%	-8%	-2%	10%

(next part)
canonical_smiles	Pol beta inh	G9a inh	BLM inh	POLH inh	BAZ2B inh	POLI inh	JMJD2A Tudor inh	APE1 inh	Pol kappa inh
CC(C(=O)OCC(=O)c1c(N)n(C)c(=O)n(C)c1=O)N1C(=O)c2ccccc2C1=O (stereo unspecified)	18%	1%[59 µM]	-10%	-19%	-8%	428%[activator]	-6%	1%	-6%
Cc1ccc2[nH]c(=O)c3cc(C(=O)N4CCN(c5ccccc5)CC4)sc3c2c1	23%	0%[59 µM]	0%	-11%	-10%	?	-8%	.	-1%
Cc1ccc(S(=O)(=O)N2CCN(C(=O)CC(C)n3cncn3)CC2)cc1C (stereo unspecified)	13%	2%[59 µM]	2%	-16%	-7%	?	0%	55%[activator][12.4 µM]	-20%
Cn1c(=O)oc2cc(S(=O)(=O)N3CCN(C(=O)c4ccco4)CC3)ccc21	.	.	.	-6%	.	-4%	6%	.	1%
COCC(C)n1c(SCc2cc(=O)n3cc(C)ccc3n2)nc2ccccc2c1=O (stereo unspecified)	6%	5%	1%	-8%	-4%	73%[activator]	-4%	2%	0%
CCOc1ccccc1N1CCN(S(=O)(=O)c2ccc(C3CCCCC3)cc2)CC1	3%	-2%[59 µM]	-5%	1%	0%	-7%	-7%	.	-3%
Nc1nn(S(=O)(=O)c2cccc3nsnc23)cc1-c1ccc(Br)cc1	-3%	-27%[12.7 µM]	-7%	-14%	?	8%	?	-4%	-9%
CCCCN(Cc1ccco1)S(=O)(=O)c1ccc(-c2ccc(=O)[nH]n2)s1	0%	-5%	-1%	20%	-24%	25%	?	31%	-19%
O=C(NC1CCCC1)c1nc2c(nnn2Cc2ccccc2Cl)c(=O)[nH]1	15%	-20%	3%	-4%	4%	17%	-26%	18%	5%
CCCCN(C(=O)COC(=O)c1nc2nccc(C)n2n1)C1CCS(=O)(=O)C1 (stereo unspecified)	.	-4%[59 µM]	.	-3%	-5%	97%[activator]	5%	11%	-4%
Cc1occc(=O)c1OCc1ccccc1	56%	14%	1%	-13%	?	69%[activator]	-6%	13%	-3%
